# Screening results from PubChem BioAssay.
# BoNT-F LC inh: BoNT F light chain protease inhibition; hit rate 0.22% among 360,000; AID 588497; Multiplex microsphere protease cleavage assay, flow cytometry; inhibition, % at 10 µM; in the data active = inhibition above about 35%, passing the limit was not always enough; inconclusive = no clear call, values can overlap the other calls; also: plate controls were buffer without enzyme for full effect and enzyme alone for no effect
# GDH-TPI inh: inhibits GDH-TPI coupling enzymes, artifact for Mtb FBA screen; AID 588335; inhibition, % at 4.8 µM; GDH-TPI coupled enzyme counterscreen, NADH absorbance; hit rate 1.2% among 360,000;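 also: 0% = DMSO wells and 100% = wells lacking the enzyme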
# CCHFV vOTU inh: CCHFV vOTU protease inhibition; Pep-AMC fluorescence; inhibition, % at 11.5 µM; hit rate 0.55% among 370,000; AID 651958; also: 0% = vehicle wells with enzyme and 100% = no enzyme wells
# Mtb UGM inh: Mtb UDP-galactopyranose mutase inhibition; P9WIQ1; purified UGM, fluorescence polarization probe displacement; inhibition, % at 10 µM; hit rate 0.06% among 320,000; in the data active = inhibition above about 10%, passing the limit was not always enough; inconclusive = no clear call, values can overlap the other calls
# Target sequence (P9WIQ1 whole entry, looked up): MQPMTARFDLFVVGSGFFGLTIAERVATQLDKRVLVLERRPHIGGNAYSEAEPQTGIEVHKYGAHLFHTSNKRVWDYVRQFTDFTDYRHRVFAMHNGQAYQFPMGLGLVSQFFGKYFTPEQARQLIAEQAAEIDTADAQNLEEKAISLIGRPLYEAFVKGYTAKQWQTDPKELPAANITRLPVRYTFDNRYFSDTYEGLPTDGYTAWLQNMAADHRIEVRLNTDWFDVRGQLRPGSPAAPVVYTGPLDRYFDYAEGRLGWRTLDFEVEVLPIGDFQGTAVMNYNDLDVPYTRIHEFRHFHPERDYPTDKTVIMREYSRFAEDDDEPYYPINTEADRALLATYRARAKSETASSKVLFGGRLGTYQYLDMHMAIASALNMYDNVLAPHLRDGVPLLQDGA
# FBA Mtb inh: Mtb fructose-bisphosphate aldolase inhibition. hit rate 2.3% among 360,000. inhibition, % at 1 µM. purified M. tuberculosis FBA, fluorescence read-out; in the data active = inhibition above about 27%;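 also: 0% = vehicle and 100% = reference inhibitor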
# Target sequence (P9WQA3 whole entry, looked up): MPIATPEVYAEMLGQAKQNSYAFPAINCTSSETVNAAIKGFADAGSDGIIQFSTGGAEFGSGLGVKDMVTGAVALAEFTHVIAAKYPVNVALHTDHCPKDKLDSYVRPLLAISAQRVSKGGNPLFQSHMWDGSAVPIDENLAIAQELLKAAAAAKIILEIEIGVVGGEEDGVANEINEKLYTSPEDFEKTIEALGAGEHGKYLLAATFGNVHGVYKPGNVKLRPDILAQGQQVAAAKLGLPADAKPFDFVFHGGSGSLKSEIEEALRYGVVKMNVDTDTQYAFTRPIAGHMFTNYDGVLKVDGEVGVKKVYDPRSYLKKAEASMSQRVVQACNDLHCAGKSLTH
# FadD28 binding: M. tuberculosis FadD28 bisubstrate binding inhibition | FadD28 bisubstrate probe binding, fluorescence polarization | inhibition, % at 12.5 µM | hit rate 0.22% among 360,000 | AID 588549; in the data active = inhibition above about 8.5%, passing the limit was not always enough; inconclusive = no clear call, values can overlap the other calls
# Rv3671c protease: Rv3671c (M. tuberculosis) protease inhibition. AID 2606. hit rate 0.048% among 320,000. inhibition, % at 5.96 µM. P9WHR9; in the data active = inhibition above about 38%;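 also: extracellular domain of Rv3671c used as enzyme; 0% = enzyme with DMSO and 100% = no enzyme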
# MazEF act: activators of E. coli MazEF toxin-antitoxin RNase | P0AE70 | FAM/BHQ RNA-DNA oligo cleavage fluorescence, 5 h | activation, % at 20 µM | hit rate 0.32% among 350,000 | AID 504720; in the data active = activation above about 50%
# Target sequence (P0AE70 whole entry, looked up): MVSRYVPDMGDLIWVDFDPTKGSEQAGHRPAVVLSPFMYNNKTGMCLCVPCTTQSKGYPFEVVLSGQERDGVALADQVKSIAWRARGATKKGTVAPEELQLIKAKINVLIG
# DUSP3 inh: blocks human VHR1 dual specificity phosphatase; inhibition, % at 13.3 µM; recombinant VHR phosphatase, pNPP absorbance; P51452; hit rate 0.52% among 290,000; in the data active = inhibition above about 50%; also: some compounds called inactive have numbers as strong as hits
# Target sequence (P51452 whole entry, looked up): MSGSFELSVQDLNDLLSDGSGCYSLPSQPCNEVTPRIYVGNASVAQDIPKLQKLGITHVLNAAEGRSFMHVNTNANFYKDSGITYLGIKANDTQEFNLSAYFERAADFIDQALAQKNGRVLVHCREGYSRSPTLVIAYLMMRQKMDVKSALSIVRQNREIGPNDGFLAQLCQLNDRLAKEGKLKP
# Mtb BioA inh: blocks M. tuberculosis BioA enzyme activity. purified M. tuberculosis BioA enzyme, plate reader. inhibition, % at 9.99 µM. hit rate 0.096% among 360,000. AID 602481; in the data active = inhibition above about 40%; inconclusive = no clear call, values can overlap the other calls
# Active calls of the source: *; ? = inconclusive; . = no result given; + = active, no number. Rule as the data show it, unless noted: active = inhibition above about 30%; inactive = the rest.
# Values run as follows: BoNT-F LC inh	Rv3671c protease	MazEF act	Mtb BioA inh	GDH-TPI inh	FBA Mtb inh	Mtb UGM inh	FadD28 binding	DUSP3 inh	CCHFV vOTU inh
COc1cc(C(=S)N2CCCC2)ccc1OCc1ccccc1
  -8	0	5	-0.4	-3	0	2.1	-2.2	29	5
CCOC(=O)C(C)(C)Sc1nc2c(cnn2-c2ccc(C)cc2)c(=O)[nH]1
  -14	-8	-6	0.2	6	3	0.1	-17	9	14
CC(=O)N1c2ccc(S(=O)(=O)NCc3ccccc3Cl)cc2CC1C (stereo not given)
  9	3	4	1.7	7	-3	-2.0	-0.3	-20	7
Cc1cc(NC(=O)CSc2nc(-c3ccccc3)c(C#N)c(=O)[nH]2)no1
  -19	-3	0	0.2	9	6	.	-2.0	36	15
O=C1CS/C(=C/C(=O)c2ccccc2)N1
  -5	-2	7	-0.2	44*	-3	0.1	-3.9	4	9
Cc1[nH]c(C)c2c(=O)n(-c3ccccc3)ncc12
  6	-12	14	-1.4	13	5	0.1	-0.8	12	4
C=CCN(CC=C)CCOc1ccc2ccccc2c1
  4	-5	2	.	4	0	-0.7	0.5	18	14
C=CCOC(=O)C1=C(C)Nc2[nH]c(=O)[nH]c(=O)c2C1c1ccccc1 (stereo not given)
  -9	-13	-2	.	2	1	-0.4	-2.0	-5	-7
O=[N+]([O-])/C(C(Cl)=C(Cl)Cl)=C(/Sc1ccccc1)N1CCCCC1
  -13	-3	4	.	12	-4	0.0	-1.6	22	-9
Cc1nccn1CCC(=O)O
  -6	2	-7	2.0	-10	1	0.1	-0.1	26	14
O=[N+]([O-])c1ccc(C=NN2CCNC2=S)o1
  -2	.	9	0.4	18	-8	.	-2.7	.	19
Cc1ccc2nc3c(cc2c1)c(NS(=O)(=O)c1ccccc1)nn3CC(C)C
  -6	-6	-1	-4.5	4	2	-0.6	-1.4	-11	-2
Cc1cc(C)nc(N/N=C/c2ccccc2OCc2ccc(Br)cc2)n1
  5	8	6	1.2	3	3	-1.7	-0.3	-7	1
Oc1[nH]c2ccccc2c1N=Nc1ccc(F)cc1
  6	-12	+	.	9	-9	0.1	-1.3	-7	4
N#Cc1ccc(Nc2nc(-c3ccc(O)cc3O)cs2)cc1C(F)(F)F
  -1	16	32	1.8	18	-2	4.0	-1.6	.	.
COC(=O)c1ccc2nc(-c3ccc(OC)c(OC)c3)c(Cc3ccccc3OC)n2c1
  -1	.	.	19	.	8	.	-4.8	.	-5
CC(C)(C)NC(=O)c1ccc2c(c1)C(=O)N(C1CCCCC1)C2=O
  -3	0	2	-1.0	0	1	-0.9	0.5	0	-9
NC(=O)CC(c1ccccc1)c1ccc2c(c1)OCO2 (stereo not given)
  16	.	0	-0.3	5	0	-2.4	1.0	8	-1
COc1nccnc1NS(=O)(=O)c1ccc(N=Cc2c(C)[nH]n(-c3ccccc3)c2=O)cc1
  -6	-14	-1	-2.9	15	0	-0.9	-2.5	2	17
CCc1nnc(NC(=O)c2ccc(S(=O)(=O)N3CCOCC3)cc2)s1
  -14	-9	1	-2.4	21	-2	0.2	0.4	2	1
Cc1ccccc1S(=O)(=O)N1[C@@H](c2ccccc2)C(C(=O)O)=CC[C@H]1c1ccc(Cl)cc1
  2	-1	-7	0.3	7	1	-2.1	-1.2	.	10
COc1ccc(C(=O)O)nc1C
  ?	5	6	0.0	8	4	1.2	-3.0	9	-6
Cc1ccccc1NC(=O)c1ccccc1NC(=O)c1cccs1
  -17	9	25	-1.8	12	-1	-3.8	-0.7	20	9
CCCNC(=O)NS(=O)(=O)c1cnccc1Sc1ccc(Cl)c(Cl)c1
  -14	-1	1	-0.2	11	0	-0.4	-2.7	-7	5
COc1ccccc1C(=O)Nc1nc(-c2ccc3c(c2)OCCO3)cs1
  -6	-22	-3	0.3	-18	7	-0.5	0.1	12	-1
O=C(/C=C/c1ccco1)N1CCN(S(=O)(=O)/C=C/c2ccccc2)CC1
  -1	3	-8	0.5	-1	1	0.7	-0.3	-6	11
COc1ccc(OC)c(NC(=O)C2(C)CCN2C(=O)CC2CC2)c1 (stereo not given)
  -4	.	.	0.7	8	0	.	2.1	.	16
Cc1ccc(NC(=O)COC(=O)CN2CCSC2=O)cc1F
  3	.	7	6.5	8	-1	.	-0.3	.	0
CCC1CCCCN1C(=O)CSc1nnc(-c2ccco2)o1 (stereo not given)
  -17	1	4	3.8	-1	-1	-1.1	-0.1	0	2
CCc1ccccc1NC(=S)NCC1CCN(c2ccc(OC)cc2)C1 (stereo not given)
  -53	-9	-2	-1.4	5	1	-1.0	-1.5	11	12

# The last two records of the part before lead into the next.
# Values run as follows: BoNT-F LC inh	Rv3671c protease	MazEF act	Mtb BioA inh	GDH-TPI inh	FBA Mtb inh	Mtb UGM inh	FadD28 binding	DUSP3 inh	CCHFV vOTU inh
CCC1CCCCN1C(=O)CSc1nnc(-c2ccco2)o1 (stereo not given)
  -17	1	4	3.8	-1	-1	-1.1	-0.1	0	2
CCc1ccccc1NC(=S)NCC1CCN(c2ccc(OC)cc2)C1 (stereo not given)
  -53	-9	-2	-1.4	5	1	-1.0	-1.5	11	12
CCCN(CC(=O)Nc1ccccc1OC)C(=O)c1ccc(S(=O)(=O)Nc2ccccc2OC)cc1
  0	.	8	0.4	4	2	.	1.1	.	1
CCc1ccc(NC(=S)Nc2ccc3[nH]c(=O)[nH]c3c2)cc1
  0	2	-1	1.6	9	7	0.7	-2.5	27	15
O=C(Cc1coc2cc3c(cc12)CCC3)NCC1(N2CCCCC2)CCCCC1
  2	-2	3	.	6	0	1.5	-0.5	-14	4
COc1ccc(C(=O)N[C@H](C(=O)NCC2CCCCC2)C(C)C)cc1
  -7	1	3	0.3	-6	-1	-0.5	-3.8	23	7
COc1ccccc1C(=O)Oc1ccc2ccc(=O)oc2c1
  3	10	5	-0.6	16	117*	-0.3	-1.7	36	-204
Clc1ccc(C=NN2CCCCCC2)cc1
  -9	.	9	.	2	0	.	-3.6	.	8
COc1ccc(-n2c(O)c(C=NCCN3CCN(C(C)=O)CC3)c(=O)[nH]c2=S)cc1
  ?	7	0	2.4	20	5	4.2	-1.1	27	6
CC1(c2ccccc2)NC(=O)N(Cc2ccc([N+](=O)[O-])cc2)C1=O (stereo not given)
  -6	-7	0	1.6	6	-2	-1.6	-1.3	28	-10
COc1ccc(OC)c(NC(=O)C2CCCN2C(=O)NC2CCCCC2)c1 (stereo not given)
  -20	3	3	-0.6	-3	1	-4.3	4.8	17	1
O=C(CN1C(=O)NC2(CCCC2)C1=O)Oc1ccc2ccc(=O)oc2c1
  -51	11	-3	-0.1	27	.	-1.8	0.8	.	-319
CN(C)c1ccc(NC(=O)Nc2cccc(Cl)c2)cc1
  -20	1	10	0.6	-1	-1	4.8	-3.2	5	10
CCOC(=O)c1cnn2cc(-c3[nH]ncc3[N+](=O)[O-])cnc12
  -2	-5	1	.	4	0	-2.1	-2.9	-8	3
COC(=O)C1=C(C)NC2=C(C1c1ccc(O)cc1)S(=O)(=O)c1ccccc12 (stereo not given)
  -13	-11	9	0.2	4	-1	5.0	-3.6	27	5
Cc1cc(Nc2ccc(F)cc2)n2nc(C)nc2n1
  -2	-12	3	4.5	-2	-1	0.2	-2.4	12	1
COC(=O)C1=C(O)/C(=C\c2ccc(OCC(=O)Nc3ccccc3OC)cc2)N=C1C
  1	-12	11	-0.9	14	-5	-1.7	-3.9	25	8
CCOC(=O)C(CC)n1cnc2c(nnn2-c2cccc(OC)c2)c1=O (stereo not given)
  -7	-3	1	-0.3	6	3	-0.3	1.6	53*	14
O=C(CC12CCC(CC1)C2)NCc1ccc2c(c1)OCO2
  13	3	1	0.8	0	4	-0.3	-1.1	29	-4
OCCC1CN(Cc2cnn(-c3ccc(F)cc3)c2)CCN1Cc1ccsc1 (stereo not given)
  -1	-6	8	.	9	1	0.0	1.0	21	-11
COc1cccc(NC(=O)CSc2nnnn2C2CCCCC2)c1
  9	.	-21	2.8	5	4	.	1.8	25	4
CC(=O)Nc1ccc(S(=O)(=O)Nc2ccc(S(=O)(=O)Nc3ncccn3)cc2)cc1
  5	-4	4	-2.2	4	-2	-2.2	-2.3	20	8
CN(CC(=O)Nc1ccc(Cl)c(Cl)c1)C1CCCCC1
  21	.	4	-4.5	9	1	-3.0	-0.7	8	14
CCC(O)C(C)(C)C (stereo not given)
  4	-2	-2	0.1	3	4	0.0	-0.6	.	-6
COc1cc(CC(=O)N(c2ccccc2)c2nc(C)cs2)cc(OC)c1OC
  -4	-4	-16	.	0	3	0.2	1.1	13	0
COc1ccc(-n2ncc3c2CC(C)(C)CC3NC(=O)C2=CC(=O)CC(C)(C)O2)cc1 (stereo not given)
  8	3	5	14	-3	153*	-0.9	-0.7	-4	12
COc1cccc(C(=O)Nc2ccc(S(=O)(=O)N3CCCCC3)cc2)c1OC
  -1	-11	-8	-7.0	-1	8	-0.6	1.4	26	-1
CCN1C[C@@H]2[C@@H]3C(=O)N(Cc4ccccc4)C(=O)[C@@H]3[C@](CC)(C1=O)N2C(=O)c1ccc(F)cc1
  -5	.	7	-2.0	0	0	.	0.3	.	7
CC#CC(=O)NC1CCCN(C2Cc3ccccc3C2)C1 (stereo not given)
  6	-1	11	-1.2	8	2	4.7	0.4	14	-14
CCn1cc(C(=O)N2CCN(Cc3ccc4c(c3)OCO4)CC2)c(=O)c2ccc(C)nc21
  .	-4	-11	5.0	12	-3	-1.1	0.3	20	-5
CCOCCCNCC(=O)Nc1cc(S(=O)(=O)N2CCOCC2)ccc1N1CCOCC1
  -1	-1	0	0.6	5	1	3.2	-1.5	.	2
Cc1ccc2c(c1)cc(CN(Cc1ccco1)C(=O)N1CCOCC1)c1nnnn12
  -4	3	-3	1.0	1	4	-4.6	-3.4	12	-7

# Some of the entries so far, bar-delimited.
mol | BoNT-F LC inh | Rv3671c protease | MazEF act | Mtb BioA inh | GDH-TPI inh | FBA Mtb inh | Mtb UGM inh | FadD28 binding | DUSP3 inh | CCHFV vOTU inh
COc1cc(C(=S)N2CCCC2)ccc1OCc1ccccc1 | -8 | 0 | 5 | -0.4 | -3 | 0 | 2.1 | -2.2 | 29 | 5
CCOC(=O)C(C)(C)Sc1nc2c(cnn2-c2ccc(C)cc2)c(=O)[nH]1 | -14 | -8 | -6 | 0.2 | 6 | 3 | 0.1 | -17 | 9 | 14
CC(=O)N1c2ccc(S(=O)(=O)NCc3ccccc3Cl)cc2CC1C (stereo not given) | 9 | 3 | 4 | 1.7 | 7 | -3 | -2.0 | -0.3 | -20 | 7

# (further entries)
# Values run as follows: BoNT-F LC inh	Rv3671c protease	MazEF act	Mtb BioA inh	GDH-TPI inh	FBA Mtb inh	Mtb UGM inh	FadD28 binding	DUSP3 inh	CCHFV vOTU inh
Cc1oc(-c2ccccc2Cl)nc1CS(=O)(=O)CC(=O)NCCc1ccccc1
  -1	5	0	-0.1	4	-1	1.4	-4.1	10	5
CCC(C)n1c(O)c(C=Nc2cccc(C(F)(F)F)c2)c(=O)[nH]c1=S (stereo not given)
  4	-32	4	.	16	0	-0.7	-2.8	-7	8
CC(C)c1ccc(/C=C/C(=O)NC(=S)NN2CCOCC2)cc1
  -12	.	-5	-0.6	16	4	0.4	-0.6	31	9
Cn1c(SCC(=O)NCC2CCCO2)nc2scc(-c3ccccc3)c2c1=O (stereo not given)
  5	-1	6	-0.4	11	0	-0.9	-1.5	.	6
CC(C)C(NC(=O)C1(NC(=O)OCc2ccccc2)CCCC1)C(=O)O (stereo not given)
  -4	.	-2	-0.8	6	-1	.	-0.9	.	-17
CC(=O)Nc1ccc(S(=O)(=O)NCC(=O)NNC(=O)COc2ccccc2Cl)cc1
  -9	3	2	-0.6	-5	-1	.	-1.4	.	-4
O=C(CSc1ccccn1)N1CCNC1=O
  -1	4	0	.	-3	-4	0.6	-3.9	.	0
COCCNC(=S)NNC(=O)c1cccs1
  4	-3	3	-1.8	3	1	0.8	0.1	20	2
CC(OC(=O)c1cccc([N+](=O)[O-])c1)C(=O)NCc1ccc2c(c1)OCO2 (stereo not given)
  2	-4	-7	-0.8	10	2	-2.0	0.8	5	-6
O=c1[nH]c(-c2ccc(O)cc2)nc2scc(-c3cccs3)c12
  -3	-26	12	0.3	20	35*	-0.4	-0.7	23	-6
